P. falciparum M1AAP = P. falciparum M1AAP inhibitors, biochemical, fluorogenic H-Leu-NHMec substrate, 1536-well (AID 1445) | recombinant M1AAP, H-Leu-NHMec fluorogenic kinetic assay; higher % means a stronger effect | one-dose inhibition, % at 30 µM; IC50 in µM for titrated hits | actives 0.42% (n = 220,000);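 active = primary inhibition above the hit cutoff, then over 50% inhibition at one or more dose response concentrations, cut at about 23% in these data, passing the limit was not always enough; inconclusive = conflicting primary data, or primary hits not chosen for dose response; inactive = low primary inhibition, or under 50% at every dose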;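 note: plate controls were DMSO full reaction for no effect and no enzyme background for full effect; strong numbers were not always called active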
XIAP antagonists = XIAP antagonists, biochemical, IAP family, fluorescence polarization (AID 1018). XIAP BIR domain, fluorescence polarization peptide displacement; higher % means a stronger effect. one-dose displacement, % at 20 µM; IC50 in µM for titrated hits. actives 0.007% (n = 200,000); in the data active = displacement above about 50%; note: a part of the inactive calls stands beside numbers as strong as those of hits
M17LAP inhibition = P. falciparum M17LAP inhibitors, primary screen, biochemical, fluorogenic H-Leu-NHMec substrate, 1536-well (AID 1619) | actives 0.38% (n = 220,000) | recombinant M17LAP, H-Leu-NHMec fluorogenic kinetic assay; higher % means a stronger effect | one-dose inhibition, % at 30 µM; IC50 in µM for titrated hits;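 active = compound inhibiting the enzyme by more than half at any dose during confirmatory dose-response retesting; inconclusive = strong single-dose inhibitors picked by rank but not retested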;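 note: plate controls were full reaction with DMSO carrier for no effect and no enzyme background for full effect; strong numbers were not always called active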
TNAP activation fold = stimulation of alkaline phosphatase TNAP activity – biochemical, luminescent, no phosphate acceptor, uHTS, primary screen (AID 1001). actives 0.03% (n = 200,000). purified TNAP, luminescent activation assay, no phosphate acceptor; higher activation fold means a stronger effect. activation fold at 20 µM, or EC50 in µM where a hit was titrated; in the data active = activation fold from about 3, or a potency from the dose series; inactive = the rest, 99 in 100 with activation fold below about 1.6; note: many of its hits are not listed in these tables
human PMI inhibitors = human PMI inhibitors, high substrate, primary screen, biochemical, fluorescence intensity, high mannose 6-phosphate (AID 1220). one-dose inhibition, % at 20 µM; IC50 in µM for titrated hits. recombinant PMI enzyme, coupled fluorescence intensity; higher % means a stronger effect. actives 0.66% (n = 190,000)
WT yeast gro inh = growth inhibition of WT yeast, mitochondrial fusion screen; mitochondrial fusion phenotypic screen, WT strain; inhibition, % at 10 µM; actives 2.1% (n = 190,000); AID 1362; in the data active = inhibition above about 58%; tested in S. cerevisiae
LYP inhibition = inhibitors of LYP phosphatase, biochemical, fluorescence intensity, uHTS (AID 1779); recombinant LYP phosphatase, fluorescence intensity; higher % means a stronger effect; inhibition, % at 11.5 µM; hits with a dose series show IC50 in µM; actives 0.054% (n = 290,000);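 note: plate controls were vehicle with enzyme for no effect and no enzyme for full effect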
human PMI inhibition = inhibitors of human PMI, primary screen, biochemical, fluorescence intensity, coupled assay (AID 1209); purified PMI enzyme, coupled fluorescence intensity; higher % means a stronger effect; inhibition, % at 20 µM; hits with a dose series show IC50 in µM; actives 0.42% (n = 190,000);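 note: plate controls were DMSO vehicle for no effect and wells lacking substrate for full effect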
Yfh1-off respiration = mitochondrial function rescue without frataxin homolog – Friedreich's ataxia, plus single-dose screen, dose response (AID 1465); S. cerevisiae Yfh1-off respiration, WST-1 reduction, 72 h; higher fold induction means a stronger effect; fold induction at 50 µM; hits with a dose series show EC50 in µM; actives 0.074% (n = 220,000);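 active = fold induction of absorbance versus untreated yeast above a set limit, then at least 30% activation at any dose in follow-up; inconclusive = repeats straddling the limit, or above it without dose testing; inactive = fold induction below the set limit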;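 note: activators that raise dye reduction in frataxin-depleted yeast; strong numbers were not always called active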
WT yeast gro inh mutant strain = recorded beside WT yeast gro inh, whose call it bears; inhibition, %; mitochondrial fusion phenotypic screen, mutant strain inhibition
Active calls of the source: *; i = inactive; ? = inconclusive; nt = no result given. Cut-off read from the data, not from the text of the source, unless noted: active = inhibition above about 50%; inactive = the rest. Rows were taken by chance; about 3.7% have a hit in one of these screens.

molecule | Yfh1-off respiration | P. falciparum M1AAP | M17LAP inhibition | XIAP antagonists | human PMI inhibition | human PMI inhibitors | WT yeast gro inh | LYP inhibition | WT yeast gro inh mutant strain | TNAP activation fold
Cc1ccc(CNC(=O)C2CN(S(C)(=O)=O)c3cc(Cl)ccc3O2)cc1 (stereo not given) | i | 5% | 3% | -5.9% | 2% | 3% | 0 | -3% | 1 | 1.1
Cc1ccc(-c2cc(C(F)F)n3ncc(C(=O)Nc4c(C)nn(Cc5c(Cl)cccc5Cl)c4C)c3n2)cc1 | nt | 4% | 0% | -2.9% | 15% | 9% | -5 | 3% | 12 | 1
C/C(Nc1ccc(Cl)cc1)=C(/C#N)C(N)=O | i | -6% | -10% | -1.5% | -8% | -15% | 13 | -7% | 15 | 1.1
C=CCn1c(SCC(=O)NC(=O)NCC(C)C)nnc1C1CCCCC1 | i | 3% | 3% | -5.0% | -4% | 1% | -14 | -1% | -31 | 1.1
COc1ccc2[nH]c(C)c(C(=O)CN3CCN(C/C=C/c4ccccc4)CC3)c2c1 | i | 0% | 11% | -4.1% | 3% | 10% | -15 | -7% | 4 | 1
CCOC(=O)c1c(C)oc2cc(Br)c(OC)cc12 | i | -5% | -4% | -4.5% | -1% | 4% | 11 | -3% | -21 | 1.1
COc1ccc(OC)c(-n2c(-c3cc(-c4ccccc4)n[nH]3)n[nH]c2=S)c1 | i | -5% | 4% | -5.3% | 6% | 16% | 11 | -1% | -1 | 1.9
Cc1cnc(C(=O)OCc2ccc(COC(=O)c3cnc(C)cn3)cc2)cn1 | i | -3% | -2% | -13% | -6% | -4% | 2 | -4% | -4 | 1
CCOC(=O)CSc1nnc(-c2c[nH]c3ccccc23)n1CC | i | 1% | -1% | -5.6% | -2% | -1% | -16 | -5% | -1 | 1.1
O=C(O)c1ccc(Cl)c(NC(=S)NC(=O)c2ccccc2[N+](=O)[O-])c1 | i | -7% | 2% | -9.4% | 15% | 7% | -8 | -3% | 4 | 1.1
CC(CCO)Nc1nc2c([nH]1)c(=O)n(C)c(=O)n2C (stereo not given) | i | 6% | -1% | -1.8% | 8% | 5% | -12 | -4% | -3 | 1.1
CCCOc1ccc(C(C)=O)cc1CSc1nc(O)cc(=O)[nH]1 | ? | 109µM* | 26% | -5.4% | 6% | 0% | 11 | -6% | 12 | 1.2
CCc1ccc(N(CC(=O)Nc2ccc(NC(C)=O)cc2)S(=O)(=O)c2ccccc2)cc1 | i | 3% | 6% | -5.8% | 19% | 18% | -6 | -2% | 25 | 1.1
Cc1ccccc1OCC(=O)NNC(=O)Nc1ccccc1 | i | 11% | 5% | -3.2% | nt | nt | -12 | -7% | 4 | 1.8
COc1ccc(Cl)cc1NC(=S)NCCCN1CCCC1=O | i | -10% | -6% | -5.2% | 8% | 12% | 11 | -6% | 2 | 1

Reformatted: entries from further up
Second line of a record: Yfh1-off respiration, P. falciparum M1AAP, M17LAP inhibition, XIAP antagonists, human PMI inhibition, human PMI inhibitors, WT yeast gro inh, LYP inhibition, WT yeast gro inh mutant strain, TNAP activation fold
Cc1ccc(CNC(=O)C2CN(S(C)(=O)=O)c3cc(Cl)ccc3O2)cc1 (stereo not given)
 : i, 5%, 3%, -5.9%, 2%, 3%, 0, -3%, 1, 1.1
Cc1ccc(-c2cc(C(F)F)n3ncc(C(=O)Nc4c(C)nn(Cc5c(Cl)cccc5Cl)c4C)c3n2)cc1
 : nt, 4%, 0%, -2.9%, 15%, 9%, -5, 3%, 12, 1
C/C(Nc1ccc(Cl)cc1)=C(/C#N)C(N)=O
 : i, -6%, -10%, -1.5%, -8%, -15%, 13, -7%, 15, 1.1
C=CCn1c(SCC(=O)NC(=O)NCC(C)C)nnc1C1CCCCC1
 : i, 3%, 3%, -5.0%, -4%, 1%, -14, -1%, -31, 1.1
COc1ccc2[nH]c(C)c(C(=O)CN3CCN(C/C=C/c4ccccc4)CC3)c2c1
 : i, 0%, 11%, -4.1%, 3%, 10%, -15, -7%, 4, 1
CCOC(=O)c1c(C)oc2cc(Br)c(OC)cc12
 : i, -5%, -4%, -4.5%, -1%, 4%, 11, -3%, -21, 1.1
COc1ccc(OC)c(-n2c(-c3cc(-c4ccccc4)n[nH]3)n[nH]c2=S)c1
 : i, -5%, 4%, -5.3%, 6%, 16%, 11, -1%, -1, 1.9
Cc1cnc(C(=O)OCc2ccc(COC(=O)c3cnc(C)cn3)cc2)cn1
 : i, -3%, -2%, -13%, -6%, -4%, 2, -4%, -4, 1
CCOC(=O)CSc1nnc(-c2c[nH]c3ccccc23)n1CC
 : i, 1%, -1%, -5.6%, -2%, -1%, -16, -5%, -1, 1.1
O=C(O)c1ccc(Cl)c(NC(=S)NC(=O)c2ccccc2[N+](=O)[O-])c1
 : i, -7%, 2%, -9.4%, 15%, 7%, -8, -3%, 4, 1.1

Additional structures
molecule | Yfh1-off respiration | P. falciparum M1AAP | M17LAP inhibition | XIAP antagonists | human PMI inhibition | human PMI inhibitors | WT yeast gro inh | LYP inhibition | WT yeast gro inh mutant strain | TNAP activation fold
CN(NC1OC(=O)c2ccccc21)c1ncc(C(F)(F)F)cc1Cl (stereo not given) | i | 10% | 9% | nt | nt | nt | nt | 4% | nt | nt
CCOCCCNC(=S)N1CCN(Cc2ccc3c(c2)OCO3)CC1 | i | nt | nt | -3.0% | 11% | 1% | 5 | 3% | -5 | 1
CCCNC(=O)Nc1ccc2c(c1)N(C)C(=O)c1ccccc1S2 | i | 0% | 8% | -20% | 15% | 16% | -4 | -9% | 4 | 1.2
Cc1cccc(C)c1NC(=O)CSc1nnc(Cc2ccccc2)o1 | i | 5% | 13% | -2.2% | -10% | -13% | -14 | 3% | -1 | 1.1
O=C(CCc1nc2ccccc2c(=O)[nH]1)OCc1cccc(C(F)(F)F)c1 | i | -2% | -18% | -5.2% | 0% | 1% | 9 | -5% | 1 | 1.1
O=C(Nc1ccccc1Cl)NC1(C(=O)NCCCN2CCOCC2)CCCCC1 | i | 5% | 8% | -5.3% | -2% | 1% | 19 | -6% | -10 | 1.2
CCOC(=O)C1CCN(S(=O)(=O)c2ccc(C(C)=O)cc2)CC1 | i | 2% | -2% | -4.3% | 0% | -5% | -19 | 0% | -1 | 1.1
CC/C(=N/Nc1cccc(C)c1)c1cnnc(SC)n1 | i | 2% | 1% | 2.0% | -64% | -132% | 2 | -1% | 8 | 1
N/C(=N\OC(=O)COc1ccc(Br)cc1Cl)c1cccnc1 | i | -1% | -16% | 1.4% | -4% | 6% | 0 | -6% | 0 | 1.1
CCN(c1ccccc1)c1cc(C)nc2ncnn12 | i | -5% | 1% | -2.2% | -9% | -3% | 13 | 1% | -4 | 1.1
Cc1cc(N2CCCC2)nc2ccc(NC(=S)NCCCOC(C)C)cc12 | i | 15% | -3% | -6.0% | 0% | -4% | -8 | -1% | 24 | 1.1
Cc1ccc(-c2n[nH]c(=S)n2/N=C/c2ccc(C)s2)cc1 | i | 3% | -4% | -1.6% | 5% | 10% | 6 | -10% | -32 | 0.5
CC(C)(C)NC(=O)CN(C(=O)CS(=O)CC(=O)Nc1ccc(F)cc1)c1ccc(F)c(Cl)c1 (stereo not given) | i | 3% | 6% | -21% | -2% | 16% | -15 | -2% | -1 | 1
COc1cccc2c1OC1(C)CC2NC(=O)N1c1cccc(C(=O)Nc2ccc3c(c2)OCCO3)c1 (stereo not given) | i | 5% | -5% | -2.2% | 3% | 3% | 13 | -11% | 11 | 1.1
Cc1cc(NC(=O)CCCC(=O)N(CC(=O)NCCc2ccccc2)Cc2ccc(F)cc2)no1 | i | 3% | 3% | -3.4% | 3% | 5% | 1 | -10% | -12 | 1.1
NC(=O)c1c[nH]c2ccccc12 | i | 3% | 6% | -4.9% | 0% | 10% | 0 | -3% | 1 | 1.1
O=C(Nc1ccc(F)cc1)C1CCN(c2nnnn2-c2ccccc2)CC1 | i | 4% | -4% | -2.4% | -6% | -11% | 6 | -3% | 13 | 1.1
O=C(Nc1ncc(Cc2ccccc2Cl)s1)c1ccc(-c2cccc([N+](=O)[O-])c2)o1 | i | -1% | 14% | -2.3% | -5% | -16% | 22 | -1% | 4 | 1.1
CCOc1ccc(NC(=O)CNC(=O)c2ccc(OC)cc2)cc1 | i | 5% | 3% | -4.3% | -8% | -10% | 2 | -10% | 6 | 1
O=C(CCn1nc(-c2ccccc2)c2ccccc2c1=O)NCC1CCCO1 (stereo not given) | nt | 3% | 9% | -4.8% | 2% | 4% | 63* | -13% | 3.8* | 1.1
COc1ccc(/C=N/NC(=O)C2CCN(c3ncc(C(F)(F)F)cc3Cl)CC2)cc1 | i | 9% | 8% | -7.8% | -2% | 2% | 39 | -1% | 27 | 1.1
Cc1ccc(-n2c(Cc3ccccc3)nnc2SCC(=O)NNC(=O)Cc2ccccc2)cc1 | i | 14% | 3% | -4.0% | 10% | 12% | -4 | -4% | -14 | 1.3
Cc1ccc(OCCN2C(=O)c3ccccc3C2=O)cc1 | i | -2% | 1% | -4.4% | 1% | -2% | -2 | 5% | 6 | 1.1
Cc1nn(C)c(C(=O)N/N=C/c2ccccc2)c1[N+](=O)[O-] | i | 4% | 8% | -4.1% | -2% | -4% | 23 | -1% | 22 | 1.1
CCOc1ccc(CCNC(=O)COC(=O)c2ccccc2O)cc1OCC | i | 3% | -7% | -3.3% | 1% | 3% | -2 | 1% | 2 | 1.2
COc1ccc(N(CC(=O)N2CCc3ccccc32)S(=O)(=O)c2c(C)nn(C)c2C)cc1 | i | 2% | 11% | -4.0% | 0% | 7% | 2 | 1% | 1 | 1
COc1ccc(/C=C/CN2CCN(Cc3ccc(C)cc3)C(CCO)C2)cc1 (stereo not given) | i | 0% | 6% | -3.2% | -1% | -3% | -11 | -6% | 7 | 1.1
O=C(CSc1ccccn1)N/N=C/c1cccc([N+](=O)[O-])c1 | i | 3% | 21% | -4.5% | 5% | 8% | -3 | -3% | 0 | 1.1
O=C(COC(=O)CN1C(=O)c2ccccc2C1=O)Nc1ncc(Cl)cc1Cl | nt | -3% | 14% | 1.8% | -5% | 1% | 14 | -2% | 14 | 1.1
COc1ccc(/C(O)=C2/C(=O)C(=O)N(CCN(C)C)C2c2cccnc2)cc1C (stereo not given) | i | 9% | 10% | -6.0% | -6% | -8% | -5 | 4% | 2 | 1
CCOC(=O)c1nnn2c1nc(N1CCCCC1)c1ccccc12 | i | 10% | 3% | nt | nt | nt | nt | 3% | nt | nt
O=C(Cc1ccc(Cl)cc1)Nc1ccncc1 | i | nt | nt | -4.9% | -2% | 6% | 2 | -12% | -5 | 1
O=S1(=O)CC/C(=N/Nc2ccc(C(F)(F)F)cn2)c2cc(F)ccc21 | i | 1% | 19% | -3.3% | 0% | 4% | 6 | -3% | 4 | 1.1
COc1cc2c(cc1OC)CN(C(=O)C1(c3ccccc3)CC1)CC2 | i | -5% | 8% | -1.3% | 10% | 16% | 3 | -6% | 11 | 1.1
Cn1ccnc1C(O)c1ccccc1 (stereo not given) | i | 2% | 0% | -5.5% | 10% | 15% | -2 | -3% | -2 | 1.1
O=S(=O)(NCCOc1cccc2cccnc12)c1ccc(F)cc1 | i | 16% | -9% | -20% | 18% | 12% | 0 | 2% | 5 | 1.1

Screens from PubChem BioAssay.
